Assay outcomes deposited in PubChem by The Scripps Research Institute Molecular Screening Center.
OX1R antag-1: OX1R (HCRTR1) antagonists, primary screen, fluorescence, CHO/OX1R cells, Fluo-8 calcium, orexin A; Fluo-8 calcium fluorescence; actives 0.43% (n = 330,000); AID 434989, 2010; inhibition, % at 5 µM; Orexin/Hypocretin receptor type 1 (Homo sapiens), O43613;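 active = inhibition above its plate's threshold, mean inhibition of all tested compounds on the plate plus 3 SD, cut at about 37% in these data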;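 also: 0% = orexin A challenge wells and 100% = SB-334867-A antagonist wells; not every result past the cut was called active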
Target sequence (O43613 whole entry, looked up): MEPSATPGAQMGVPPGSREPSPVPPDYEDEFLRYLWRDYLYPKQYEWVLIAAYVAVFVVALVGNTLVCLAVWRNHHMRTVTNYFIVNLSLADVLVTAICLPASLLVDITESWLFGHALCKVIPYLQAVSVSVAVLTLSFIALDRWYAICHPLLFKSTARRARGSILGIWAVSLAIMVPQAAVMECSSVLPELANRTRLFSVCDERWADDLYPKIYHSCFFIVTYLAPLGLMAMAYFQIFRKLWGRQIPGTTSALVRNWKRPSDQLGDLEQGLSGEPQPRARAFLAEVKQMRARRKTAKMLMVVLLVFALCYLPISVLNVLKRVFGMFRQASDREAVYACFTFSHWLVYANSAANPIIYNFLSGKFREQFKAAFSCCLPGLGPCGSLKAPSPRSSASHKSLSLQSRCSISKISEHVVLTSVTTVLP
OX1R antag-2: antagonists of human orexin 1 receptor (OX1R); OX1R-expressing cells, FRET antagonist read-out; inhibition, % at 6.6 µM; actives 1.8% (n = 330,000); AID 485270, 2010; in the data active = inhibition mostly above about 38%, no sharp cut-off; inactive = mostly below about 40%;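 also: 0% = agonist challenge alone and 100% = reference antagonist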
* marks the source's active call; other numbers are inactive results; & = joins results of further samples.

OX1R antag-2	OX1R antag-1	Compound
9	7	COc1ccc(S(=O)(=O)NCCC(=O)NCc2ccccc2)cc1
5	6	COc1ccc(CCNC(=O)C2CCN(c3nn4c(=O)cc(C)nc4s3)CC2)cc1OC
10	-12	Cc1cccc(C(=O)Oc2csc(=S)n2C(=O)c2cccc(C)c2)c1
15	-10	CSc1ccccc1C(=O)C1CCCN(Cc2c(C)n(C)n(-c3ccccc3)c2=O)C1 (stereo unspecified)
12	-38	c1ccc2c(NC3C4CC5CC(C4)CC3C5)nc(N3CCOCC3)nc2c1 (stereo unspecified)
5	-5	C/C(=N\NC(N)=O)c1ccccc1
62	-25	COC(=O)c1c(NC(=S)Nc2ccc(F)cc2[N+](=O)[O-])sc2c1CCCCC2
-7	-5	CCc1ccc2c(c1)C(NC(C)=O)C(=O)N2CCN1CCOCC1 (stereo unspecified)
-9	-13	Cc1cc(=O)[nH]c(COc2ccccc2)n1
-8	-6	O=C(O)c1c(NC(=O)N(CCO)Cc2ccccc2)sc2c1CCCC2
8	1	O=C(O)CCCCCNCc1ccncc1
23	-6	COc1cc(C(=O)NNC(=O)CCOc2ccccc2C)cc(OC)c1OC
17	-6	Cc1ccc(Cc2cncc(O)c2)cc1S(=O)(=O)O
0	-7	COC(=O)[C@]1(C)N[C@H](CN(C)C(=O)NC(C)C)[C@@H]2C(=O)N(Cc3ccccc3)C(=O)[C@@H]21
-3	-28	Cc1ccc(/C=N/N2CCN(Cc3ccccc3)CC2)o1
11	-4	COc1cccc(CN(C(=O)COc2ccccc2[N+](=O)[O-])C2CCS(=O)(=O)C2)c1 (stereo unspecified)
7	-3	COCCCN(C(=O)c1cc2c(s1)CCCCC2)c1c(N)n(Cc2ccccc2)c(=O)[nH]c1=O
3	19	Cc1nn(-c2ccccc2)c(C)c1/C=C/C(=O)OCC(=O)Nc1ccc(C(N)=O)cc1
1	-30	c1ccc(C2Nc3ccccc3C3OCCCC23)cc1 (stereo unspecified)
25	-17	COc1cc(S(=O)(=O)NCc2cccnc2)ccc1F

Exported with values under each structure: 4 of the compounds above.
Values in the order – OX1R antag-2, OX1R antag-1
> c1ccc(C2Nc3ccccc3C3OCCCC23)cc1 (stereo unspecified)
→ 1, -30
> Cc1ccc(Cc2cncc(O)c2)cc1S(=O)(=O)O
→ 17, -6
> COc1cc(C(=O)NNC(=O)CCOc2ccccc2C)cc(OC)c1OC
→ 23, -6
> Cc1ccc(/C=N/N2CCN(Cc3ccccc3)CC2)o1
→ -3, -28

(next part)
OX1R antag-2	OX1R antag-1	Compound
9	-4	Cc1ccc(CNC(=O)c2nnc(Cc3ccc(Cl)cc3)o2)cc1
8	-3	COc1ccc(C(=O)Oc2c(OC)cc(C(=S)N3CCOCC3)cc2OC)cc1OC
32	-8	COc1ccccc1-n1ccnc(SCC(=O)NC2CCCC2)c1=O
62	-20	CN(Cc1cnn(-c2ccc(F)cc2)c1)Cc1nc(Cc2ccccc2)no1
11	-24	CC(C)(C)c1cc(-c2nc(N)nc(N)n2)cc(C(C)(C)C)c1
59	15	Cc1cnccc1CN(C)Cc1nc(Cc2ccccc2Cl)no1
9	-18	COc1cccc2cc(C(=O)C3=C(O)C(=O)N(CCN4CCOCC4)C3c3cccc(Cl)c3)oc12 (stereo unspecified)
16	-25	CCSC1=NCCN1S(=O)(=O)c1ccc2ccccc2c1
19	-12	Cc1nn(-c2ncc(C(F)(F)F)cc2Cl)c(=O)n1-c1ccc(F)cc1
19	8	CC1(C)CC(=O)C=C(NCc2ccc(C(=O)O)cc2)C1
17	-31	Cc1ccc(CN2CCN(Cc3cccc(-n4cccn4)c3)CC2CCO)cc1 (stereo unspecified)
4	-8	Cc1cccc(C(C(N)=O)c2ncc(C(F)(F)F)cc2Cl)c1 (stereo unspecified)
7	-14	Cc1cccc(/C=N/NC(=O)c2ccc(Br)cc2)c1
3&14	-1&-4	CCN(CC)c1ccc(SS(=O)(=O)O)cc1
15	-5	Cc1cccc(C)c1NC(=O)C1CCN(S(C)(=O)=O)CC1
6	-6	C/C(=N\NC(=O)c1ccccc1[N+](=O)[O-])c1c(O)cc(C)oc1=O
3	-12	Cc1ccc(Cn2nc(C)c(NC(=O)CSc3n[nH]c(C)c3[N+](=O)[O-])c2C)cc1
19	-17	COc1cccc2cc(C(=O)NCc3ccccc3Br)c(=O)oc12
6	-14	O=C(OCCN1C(=O)c2cccc3c(N4CCOCC4)ccc(c23)C1=O)c1ccc(Cl)cc1
25	-7	COc1cc(C(=S)N2CCOCC2)ccc1OS(=O)(=O)c1ccccc1[N+](=O)[O-]

3 of the entries above in order of the OX1R antag-1 value, descending.
mol,OX1R antag-2,OX1R antag-1
C/C(=N\NC(=O)c1ccccc1[N+](=O)[O-])c1c(O)cc(C)oc1=O,6,-6
Cc1cccc(C(C(N)=O)c2ncc(C(F)(F)F)cc2Cl)c1 (stereo unspecified),4,-8
Cc1ccc(CN2CCN(Cc3cccc(-n4cccn4)c3)CC2CCO)cc1 (stereo unspecified),17,-31

Going on with the list:
OX1R antag-2	OX1R antag-1	Compound
27	-36	CCOC(=O)C1=C(C)NC(SC)=C(C#N)C1CC(C)C (stereo unspecified)
34	0	Nc1c(Cl)ncnc1N/N=C/c1ccncc1
18	-15	COCCCNC(=S)Nc1ccc2c(c1)OCCO2
13	0	CN(C(=O)C1CC1)C1CCS(=O)(=O)C1 (stereo unspecified)
13	-15	CCCC1Cc2c(sc(N)c2C#N)CO1 (stereo unspecified)
15	-34	CC(Cc1cccs1)N(Cc1ccc(Cl)cc1)C(=O)c1ccncc1 (stereo unspecified)
7	-5	COc1ccc(N2C(=O)CCC(C(C)=O)=C2C)cc1
27	-30	COc1ccccc1OCc1nc2ccccc2s1
10	-9	O=[N+]([O-])c1ccccc1N=Nc1ccc(O)cc1
14	-3	O=C(COc1ccc(-c2nnco2)cc1)N1CCOCC1

Complete entries, looked up by structure. Order of screens: OX1R antag-2, OX1R antag-1
O=C(COc1ccc(-c2nnco2)cc1)N1CCOCC1 as listed: 14, -3
CC(Cc1cccs1)N(Cc1ccc(Cl)cc1)C(=O)c1ccncc1 (stereo unspecified) as listed: 15, -34

Next entries follow.
OX1R antag-2	OX1R antag-1	Compound
4	0	COc1ccc(OCCN(C)Cc2c(O)ccc3ccccc23)cc1
17	-10	CN(Cc1cc2ccccc2[nH]c1=O)C(=O)COc1ccccc1
33	-29	Oc1ccc(/C=N/n2c(-c3ccco3)csc2=Nc2cccnc2)c(O)c1
24	-16	Cc1nc(Nc2cc(F)ccc2C)c2nnn(Cc3ccccc3)c2n1
13	-9	Cc1nn(Cc2c(F)c(F)c(F)c(F)c2F)c(C)c1NC(=O)c1ccc(COc2ccc(Cl)cc2Cl)o1
12	14	NC(=O)c1nsc(C(=O)N(CC(=O)NC2CCCCC2)c2ccc(Cl)cc2)c1N
21	-1	COc1cc(OC)c(NS(=O)(=O)c2cn(C)cn2)cc1Cl
9	-10	COC(=O)c1cc(=O)n(Cc2cccs2)c(=Nc2ccc(F)cc2)s1
14	-3	CCN(CC)C(=O)n1c(Cc2ccccc2)nc2ccccc21
22	5	N=C1/C(=C\c2ccc(SCc3ccccc3)o2)C(=O)N=C2SC=NN12
-2	3	CC(C#N)(Cc1ccccc1)Nc1ccccc1 (stereo unspecified)
16	-25	COc1ccc(CC(=O)N[C@@H]2c3cc(OC)c(OC)cc3C[C@H]2OCc2ccccc2)cc1
29	-19	Cc1ccc(C(=O)N/N=C2\CCSC2)cc1[N+](=O)[O-]
1	-10	CCCCN1C(=O)C2C3C=CC(C2C1=O)C1C2C(=O)N(CCCC)C(=O)C2C31 (stereo unspecified)
34	10	O=[N+]([O-])c1ccc(O)c(C2=NNC(c3ccccc3F)C2)c1 (stereo unspecified)
12	-19	Cn1c(=O)c(=O)n(C)c2cc(S(=O)(=O)N3CCCCCC3)ccc21
12	-14	Cc1cccc(C(=O)NC(=S)N2CCc3ccccc3C2)c1
7	-18	Cc1ccc(CSCCNC(=O)CSCc2ccc([N+](=O)[O-])cc2)cc1
10	-10	COc1ccccc1N1CCN(C(=O)c2cc(-c3ccc(C)cc3)on2)CC1
4	-14	CCN(CC(=O)Nc1ccc(NC(C)=O)cc1)C(=O)c1ccc(N2CCC(C)CC2)c([N+](=O)[O-])c1
12	-23	CCSc1ncc(/C=N/Nc2ccccc2)n1C
0	-24	O=C(Nc1cc(C(=O)N2CCCC2)ccc1N1CCCC1)C1CC1
6	-6	COc1ccc(C2NC(=O)CCC2[N+](=O)[O-])cc1 (stereo unspecified)
31	-10	Nc1nonc1-n1nnc(C(=O)N/N=C/c2cc(Br)ccc2O)c1CNc1ccccc1
26	-29	COCCN(C(=O)COC(=O)/C=C/c1ccc(C(F)(F)F)cc1)c1c(N)n(Cc2ccccc2)c(=O)[nH]c1=O
-1	-36	COc1cccc(C2=NOC(C(=O)Nc3cccc(C(C)=O)c3)C2)c1 (stereo unspecified)
15	-21	COC(=O)c1ccc2c(=O)[nH]c(COC(=O)CCC(=O)c3ccc(Cl)cc3)nc2c1
9	-23	Cc1cc(C(=O)Nc2nccs2)c2cc(F)ccc2n1
21	-26	COc1cccc2sc3cc(NCc4ccc(C)o4)ccc3c(=O)c12
-5	0	CCOc1ccc(C(=S)N2CCCC2)cc1OC
3	-1	Cc1cc(N)nc(C)c1C#N
2	-9	Cc1ccc(S(=O)(=O)N2CCN(S(=O)(=O)c3ccc(C)cc3)C3OCCOC32)cc1 (stereo unspecified)
17	-30	CN(C)c1cccc(C(=O)OCC(=O)Nc2ccccc2Sc2ccccc2)c1
8	-22	COc1cc(C2NC(=O)NC(c3ccccc3)=C2C(C)=O)c(Br)c(Br)c1O (stereo unspecified)
18	-17	Cc1ccc(S(=O)(=O)c2nc(-c3ccccc3)oc2SCC(=O)NCC2CCCO2)cc1 (stereo unspecified)
4	0	O=C(Nc1ccnn1C1CCN(Cc2cccc(OCCO)c2)CC1)C1CCCC1
21	-11	O=C(Cc1ccc([N+](=O)[O-])cc1)N1CCCCCC1
19	-13	Cc1ccc(-c2cccc(OC(=O)c3ccccc3F)c2)cc1
7	-18	Cc1noc(C)c1COc1ccc(C(=O)Nc2ccccc2)cc1
19	-4	Cc1ccc(CN2CC(C(=O)Nc3ccc(C)cn3)CC2=O)cc1 (stereo unspecified)

Look-ups from the entries so far.
Cc1nn(Cc2c(F)c(F)c(F)c(F)c2F)c(C)c1NC(=O)c1ccc(COc2ccc(Cl)cc2Cl)o1 in OX1R antag-2 has 13
Oc1ccc(/C=N/n2c(-c3ccco3)csc2=Nc2cccnc2)c(O)c1 in OX1R antag-1 has -29

(next part)
OX1R antag-2	OX1R antag-1	Compound
6	-6	Cc1c(C(=O)NCCN2CCOC2=O)oc2c(F)cccc12
22	-4	O=C(COc1ccc(Br)cc1)N1CCN(c2ccccc2)CC1
12	-17	CC(=O)NC(c1ccco1)c1ccc2cccnc2c1O (stereo unspecified)
8	1	Cc1ccc(S(=O)(=O)N/N=C\c2ccc(C)o2)cc1
-1	-6	Cc1ccc(S(=O)(=O)N2CCCCC2)cc1NC(=O)CNc1ccccc1N1CCCC1=O
22	-10	CC(C(=O)N1CCN(C=O)CC1)N1C(=O)c2ccccc2C1=O (stereo unspecified)
3	-11	O=C(NNC(=O)c1ccccc1Cl)c1cc2cc(OC(F)(F)F)ccc2[nH]1
28	-17	O=S(=O)(c1cccs1)N1CN(C2CCCCC2)c2nc3ccccc3nc21
20	-31	Cc1ccc(S(=O)(=O)/N=C(/Nc2c(C)n(C)n(-c3ccccc3)c2=O)c2ccc(Cl)cc2)cc1
6	-2	COc1ccccc1CC(=O)NCc1csc(-c2cccs2)n1
14	4	CC(=O)Nc1ccc(/C=N/NC(=O)c2cc3ccccc3nc2C)cc1
19	-16	O=c1c(C(c2ccc(Cl)cc2)c2c(O)nc3n(c2=O)CCS3)c(O)nc2n1CCS2
38	7	CC(=O)C1=C(O)C(=O)N(c2ccc(S(N)(=O)=O)cc2)C1c1cccc([N+](=O)[O-])c1 (stereo unspecified)
5	0	NC(=O)CSCc1ccc(Br)cc1
17	-17	CC(=O)c1c(C)nc2ccc([N+](=O)[O-])cc2c1-c1ccccc1
15	-12	C/C(CCc1ccc2c(c1)OCO2)=N\NC(=O)c1ccc(C)cc1C
1	-11	COc1ccccc1NC(=O)C[n+]1ccccc1
17	-16	Cc1ccc(C(=O)NN2C(=O)C3C4C=CC(C5CC45)C3C2=O)cc1 (stereo unspecified)
-6	-17	C=CCOc1c(Br)cc(/C=C2/C(=O)ON=C2C)cc1OC
8	-16	CCCCCc1nnc(NC(=O)Cn2cnc3ccccc3c2=O)s1
12	-30	O=C(c1cccc(OC2CCN(Cc3ccc(F)cc3Cl)CC2)c1)N1CCCC1
6	-5	O=C(c1ccc(N2CCCS2(=O)=O)cc1)N1CCN(c2ccc(F)cc2)CC1
6	-19	COc1ccc(C)cc1Nc1nc(C)nc2c1oc1ccccc12
3	-6	CN(C)c1nc2ncn(Cc3ccccc3)c2c(=O)[nH]1
9	-10	CCOC(=O)c1c(N)sc2c1C1CCN2CC1
36	-5	CC(=O)Nc1ccc(OCC[n+]2cccc(C(N)=O)c2)cc1
18	-8	Cc1ccc(C)c(N2CCN(C(=O)CCc3nc(-c4ccccc4C)no3)CC2)c1
16	-23	Cc1ccc(C)c(S(=O)(=O)N2CCN(C(C(=O)Nc3ccc(F)cc3)c3ccccc3)CC2)c1 (stereo unspecified)
22	-14	OC[C@@H]1CCCN1Cc1nc(-c2cccs2)no1
4	-6	CCCN=C1N(C)C[C@@H]2[C@@H]3C(=O)N(Cc4ccccc4)C(=O)[C@@H]3[C@](CC)(C(=O)OC)N12
10	-4	O=C(CCOc1ccccc1)NCc1ccccc1
16	10	Cc1[nH]nc(-c2ccc(OCc3cnn(-c4ccccc4)c3)cc2O)c1Oc1ccccc1F
18	-13	CN1CCCC(CC2c3ccccc3Sc3ccccc32)C1 (stereo unspecified)
13	-6	Cc1ccc(NC(=O)CCNS(=O)(=O)c2ccc3[nH]c(=O)oc3c2)c(Cl)c1
9	-17	NC(=O)COC(=O)CNC(=O)c1ccc(Cl)cc1
